Bioassay records deposited in PubChem by several laboratories.
MrgX1 PAM: allosterically activates human MrgX1 receptor signaling. AID 588675. actives 0.63% (n = 310,000). MrgX1-HEK293, Fluo-4 calcium flux, FDSS; active compounds read high. Q96LB2. B-score at 10 µM;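 active = plate-corrected calcium response at least 3 library SD above typical, normal starting fluorescence, not activating the receptor alone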;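 note: compound read alongside a low EC10 to EC30 dose of BAM8-22 agonist; peak minus trough fluorescence over baseline measured at the second addition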
Target sequence (Q96LB2 whole entry, looked up): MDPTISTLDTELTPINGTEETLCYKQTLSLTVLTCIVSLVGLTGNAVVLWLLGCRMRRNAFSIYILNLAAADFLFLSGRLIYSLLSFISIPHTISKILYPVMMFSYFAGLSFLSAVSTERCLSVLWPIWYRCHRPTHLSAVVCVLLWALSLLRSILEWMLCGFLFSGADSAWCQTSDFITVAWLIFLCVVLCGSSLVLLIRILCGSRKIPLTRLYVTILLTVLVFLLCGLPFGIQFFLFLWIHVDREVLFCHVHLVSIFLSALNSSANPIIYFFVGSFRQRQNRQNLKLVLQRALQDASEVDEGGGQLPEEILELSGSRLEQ
TRPC4 PAM: allosteric potentiators of mouse TRPC4 channel | B-score at 10 µM | HEK293 TRPC4beta/mu-opioid, DAMGO EC20, Fluo-4 Ca2+ flux; active compounds read high | actives 0.42% (n = 310,000) | Q9QUQ5;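 active = B-score of calcium response area above 5 SD of library B-scores, with initial fluorescence ratio within 5 SD of library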;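 note: B-score of integrated fluorescence ratio over time as area under calcium response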
TRPC6 activator: activates the mouse TRPC6 cation channel; Q61143; HEK293-TRPC6 membrane potential dye fluorescence; active compounds read high; B-score at 10 µM; actives 0.13% (n = 310,000); AID 2550;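 active = B-score of the integrated fluorescence ratio above library mean plus 3 SD, and starting fluorescence ratio within library mean plus 5 SD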;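 note: higher score means more depolarization so channel activation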
TMEM16A act: activators or potentiators of mouse TMEM16A chloride channel; Q8BHY3; HEK293 TMEM16A/YFP-H148Q/I152L, iodide quench fluorescence; active compounds read low; B-score at 10 µM; actives 0.3% (n = 340,000);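 active = fluorescence-ratio B-score plate-corrected deviation score at least 3 library SD below zero, with starting fluorescence score within 5 deviations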;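 note: channel opened by trigger with iodide after compound preincubation; score built on the fluorescence ratio of max minus min over baseline; more negative score means more quench and so TMEM16A activation or potentiation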
SKKanGAS inh: blocks kanamycin growth of S. pyogenes SKKanGAS strain; BacTiter-Glo, 6 h; inhibition, % at 7.5 µM; actives 1.3% (n = 300,000); AID 1662;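 active = mean replicate score, as percent of positive control median, at least 50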;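 note: strain carries kanamycin resistance gene driven by streptokinase promoter and grows in 40 µg/ml kanamycin; loss of luminescence reflects streptokinase promoter inhibition or plain growth inhibition; 0% = median of DMSO wells and 100% = positive control at its reference dose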
TRPC6 inhibitor: inhibitors of mouse TRPC6 channel; Q61143; HEK293-TRPC6, membrane potential dye, ACh-evoked depolarization; active compounds read low; B-score at 10 µM; actives 1.1% (n = 310,000);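 active = B-score under library mean minus 3 SD, initial fluorescence not abnormally high, positive integrated signal ratio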;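 note: B-score derived from integrated fluorescence ratio over the kinetic read; more negative B-score means stronger inhibition of depolarization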
TRPC4 act: TRPC4 (mouse) channel activation | B-score at 10 µM | HEK293 TRPC4beta/mu-opioid, Fluo4 calcium fluorescence; active compounds read high | Q9QUQ5 | actives 0.49% (n = 310,000);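 active = B-score above 5 SD of library B-scores, and initial fluorescence ratio not above library mean plus 5 SD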;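 note: positive B-score marks a calcium rise read as TRPC4 activation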
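Assay system – TRPC4beta and mu-opioid receptor HEK293 stable cells · Measured by – Fluo4 fluorescence, kinetic · Schedule – dye loading 45 min room temperature, 110 s kinetic read · Read-out – B-scored integrated calcium fluorescence ratio · Controls – buffer and maximal DAMGO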
TRPC4 inh: blocks the mouse TRPC4 cation channel | HEK293 TRPC4beta/mu-opioid, DAMGO-evoked Fluo4 calcium flux; active compounds read low | actives 0.39% (n = 300,000) | B-score at 10 µM | AID 2247;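 active = B-score over 3 SD under the library average, no early fluorescence shift, positive overall ratio signal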
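Assay system: TRPC4beta/mu-opioid receptor HEK293 cell line; compound dosing: single concentration per test compound; detection: Fluo4 Ca2+ flux fluorescence; evaluation: per-well B score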
MrgX1 agonist: agonists of human MrgX1 receptor. AID 588627. MrgX1-HEK293 cells, Fluo-4 calcium fluorescence, agonist mode; active compounds read high. Q96LB2. B-score at 10 µM. actives 0.44% (n = 310,000);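 active = calcium response B-score plate-corrected fluorescence ratio at least 3 library SD, with starting fluorescence B-score inside 5 SD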
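Material: MrgX1-expressing HEK293 cells; input: 15,000 cells per well; doses: test compound given as first of three sequential additions; schedule: overnight plating before 1 h dye loading; technique: Fluo-4 NW calcium-flux fluorescence, kinetic read; evaluation: baseline-normalised fluorescence change ratio, B-scored; control set: plate-wise positive and negative controls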
MrgX1 antagonist: blocks BAM8-22 activation of human MrgX1 receptor; Q96LB2; MRGX1-HEK293 calcium flux, Fluo-4, BAM8-22 antagonism; active compounds read low; actives 1.3% (n = 310,000); B-score at 10 µM;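 active = calcium-response B-score plate-corrected more than 3 library SD below zero, starting fluorescence within 5 deviations, no agonist response on first addition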;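 note: peak minus trough fluorescence over baseline after final BAM8-22 challenge near maximal dose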
ANO1 block: inhibitors of mouse TMEM16A calcium-activated chloride channel. Q8BHY3. actives 1.2% (n = 310,000). normalized B-score (activity score, 25-100; higher = stronger inhibition) at 10 µM. HEK293 TMEM16A/YFP iodide influx fluorescence, ionomycin;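 active = ratio plate-corrected score three or more library SD toward inhibition, starting fluorescence score within five deviations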;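 note: score derived from kinetic fluorescence span divided by baseline fluorescence per well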
Starred values were filed as active, the others as inactive; i = inactive; . = no result given. Not a hit list; 6.7% or so of the library scored in one or more.

SMILES | MrgX1 PAM | TRPC4 PAM | TRPC6 activator | TMEM16A act | SKKanGAS inh | TRPC6 inhibitor | TRPC4 act | TRPC4 inh | MrgX1 agonist | MrgX1 antagonist | ANO1 block
Cc1cc(C)n(-c2nc3ccccc3c(=O)n2OCCOc2ccccc2)n1 | i | i | i | i | 5 | i | i | i | i | i | i
CC(C)(C)n1nnnc1C(c1ccc(Cl)cc1)N1CCSCC1 (configuration not stated) | i | i | i | i | 0 | i | i | i | i | i | i
CNCCOc1ccccc1OC(C)C | i | i | i | i | 0 | i | i | i | i | i | i
Clc1ccc(-n2cccc2/C=N/n2cnnc2)cc1 | i | i | i | i | -2 | i | i | i | i | i | i
CC(C)(NC(=O)N1CCOCC1)c1cccc(C(C)(C)NC(=O)N2CCOCC2)c1 | i | i | i | i | 11 | i | i | i | i | i | i
COC(C[C@@H]1O[C@H]1[C@H](O)[C@@H](C)OCc1ccccc1)OC | i | i | i | . | -6 | i | i | i | i | i | i
Cn1cc(C(=O)N/N=C/C2=C(N3CCOCC3)C(=C/c3ccc([N+](=O)[O-])cc3)/CC2)ccc1=O | i | i | i | i | -17 | i | i | i | i | i | i
CC(C)CCOCC1CC2(CC(C)(c3csc(N)n3)OC2=O)C(=O)O1 (configuration not stated) | i | i | i | i | -2 | i | i | i | i | i | i
COc1cc(/C=N\NC(=O)C2CC3C=CC2C3)ccc1O (configuration not stated) | i | i | i | i | 4 | i | i | i | i | i | i
COc1cc(NC(=O)c2cccc(Cl)c2)c(OC)cc1NC(=O)CN1CCCCC1 | i | i | i | i | 5 | i | i | i | i | i | i
CCOC(=O)c1c(C)[nH]c(NC(=O)Nc2ccc(NC(C)=O)cc2)c1C | i | i | i | i | 16 | i | i | i | i | i | i
COc1ccccc1C(=O)NCC(=O)N/N=C/c1ccncc1 | i | i | i | i | 7 | i | i | i | i | i | i
CCCCN(CC)CCCNC(=O)c1cc2c(=O)[nH]c3ccccc3c2s1 | i | i | i | i | 3 | i | i | i | i | i | i
C=CCn1cccc(C(=O)Nc2cc(OC)c(OC)c(OC)c2)c1=O | i | i | i | i | -2 | i | i | i | i | i | i
COc1ccc(C2/C=C\CN(C(=O)c3ccc(C)cc3)CC(=O)N2Cc2ccc(F)cc2)cc1 (configuration not stated) | i | i | i | i | 5 | i | i | i | i | i | i
COc1ccc(C(=O)N/C(=C\c2cccs2)C(=O)N2CCN(C)CC2)cc1OC | i | i | i | i | 0 | i | i | i | i | i | i
COC(=O)c1ccccc1NC(=O)CCc1ccccc1 | i | i | i | i | 1 | i | i | i | i | i | i
CC(C)CC(NC(=O)OC(C)(C)C)C(=O)NC(C(=O)NC(C)C(N)=O)C(C)C (configuration not stated) | i | i | i | i | 4 | i | i | i | i | i | i
CCC(=O)N1CCN(c2ccc(Cl)cc2NC(=O)c2ccc(N3CCCC3)c([N+](=O)[O-])c2)CC1 | i | i | i | i | 23 | i | i | i | i | i | i
O=C(NCCS(=O)(=O)N1CCCCC1)c1ccccc1 | i | i | i | i | -1 | i | i | i | i | i | i
N#CCCn1cc(C(=O)Nc2ccc(C(=O)O)cc2)c(-c2cccs2)n1 | i | i | i | i | -1 | i | i | i | i | i | i
COc1cc(OC)cc(C(=O)N[C@H](C(=O)Nc2ccccc2N2CCOCC2)C(C)C)c1 | i | i | i | i | -3 | i | i | i | i | i | i
O=C(NCCOC(=O)c1ccc(S(=O)(=O)N2CCOCC2)cc1)c1cccnc1 | i | i | i | i | 0 | i | i | i | i | i | i
Cc1occc1-c1nnc(SCC(=O)NCCc2ccccc2)n1C(C)c1ccccc1 (configuration not stated) | i | i | i | . | 2 | i | i | i | i | i | i
Cc1nc(CS(=O)(=O)c2ccc(Cl)cc2)sc1C(=O)O | i | i | i | i | 4 | i | i | i | i | i | i
COc1ccc(CN2CCC(n3nccc3NC(=O)C3CCCC3)CC2)c(OC)c1 | i | i | i | i | 5 | i | i | i | i | i | i
Cc1onc(-c2ccccc2Cl)c1C(=O)Nc1cccc(S(=O)(=O)NC2=NCCC2)c1 | i | i | i | i | -10 | i | i | i | i | i | i
O=C(CN1C(=O)CSc2ccccc21)Nc1ccc2c(c1)OCCO2 | i | i | i | i | 4 | i | i | i | i | i | i
O=C(c1cc(-c2ccc(Cl)cc2)nc2ccccc12)N1CCOCC1 | i | i | i | i | -4 | i | i | i | i | i | i
O=C(NCCCNCc1ccccc1)/C(=N\O)c1ccccc1 | i | . | . | i | . | . | . | . | i | i | i
C=CCNC1=C(Cl)C(=O)N(c2ccccc2Cl)C1=O | i | i | i | i | 4 | i | i | i | i | i | i
c1ccc(-c2n[nH]c(-c3ccccc3)c2-c2nc3ccccc3[nH]2)cc1 | i | i | i | i | 6 | i | i | i | i | i | i
COc1cccc(C2c3c(-c4ccccc4O)n[nH]c3C(=O)N2Cc2ccco2)c1 (configuration not stated) | i | i | i | i | -6 | i | i | i | i | i | i
COc1cc(C2CC(=O)NC3=C2C(=O)CC(C)(C)C3)ccc1O (configuration not stated) | . | i | i | i | -1 | i | i | i | . | . | .
Cc1cc(C)n(C(=O)Cn2nc([N+](=O)[O-])c(Br)c2C)n1 | i | i | i | i | 4 | i | i | i | i | i | i
O=C(CCC(=O)N1CCOc2ccc(Cl)cc21)NCCCN1CCN(c2ccccc2F)CC1 | i | i | i | i | 0 | i | i | i | i | i | i
O=C(NCc1nc2ccccc2[nH]1)c1ccco1 | i | i | i | i | -3 | i | i | i | i | i | i
CCn1c(CCNC(=O)c2cccs2)nnc1SCC(=O)Nc1ccc(Cl)cc1 | i | i | i | i | -1 | i | i | i | i | i | 25*
CC(=O)Nc1cccc(-c2csc(Nc3cc(C)ccn3)n2)c1 | i | i | i | i | 4 | i | i | i | i | i | 25*
Cc1ccc(NC2c3ncccc3C(=O)N2Cc2cccs2)cc1C (configuration not stated) | i | i | i | i | 3 | i | i | i | i | i | i
COCC(O)CNc1ccccc1 (configuration not stated) | i | i | i | i | 3 | i | i | i | i | i | i
COc1ccc(CCNC(=S)NCc2ccc(Cl)c(Cl)c2)cc1OC | i | i | i | i | 33 | i | i | i | i | i | i
Cn1c(NNC(=O)c2cccc3ccccc23)cc(=O)n(C)c1=O | i | i | i | i | 4 | i | i | i | i | i | i
C=CCC(=O)NC(C)c1cnn(-c2ccccc2C)c1C (configuration not stated) | i | i | i | i | -3 | i | i | i | i | i | i
Cc1noc2ncc(C(=O)c3cc(F)ccc3O)cc12 | i | . | . | i | 3 | . | . | . | i | i | i
CCOc1cc(/C=C2/C(=O)N(c3ccccc3)N=C2C)ccc1OC(=O)c1ccco1 | i | i | i | i | 8 | i | i | i | i | i | i
CN(C)S(=O)(=O)c1cccc(C(=O)Nc2ccc(S(=O)(=O)N3CCCC3)cc2)c1 | i | i | i | i | -2 | -5.2* | i | . | i | i | i
CCc1nnc(NC(=O)C(C)Sc2ccccc2)s1 (configuration not stated) | i | i | i | i | -2 | i | i | i | i | i | i
O=C(O)CSc1nnc(-c2ccncc2)n1-c1ccc(Cl)cc1 | i | i | i | i | -4 | i | i | i | i | i | i
COc1ccc(-c2nc(CN3CCC(C(=O)NC4CCCC4)CC3)c(C)o2)cc1OC | i | i | i | i | 2 | i | 101* | i | i | i | i
CCOC(=O)c1cc(C#N)c(SCC(=O)Nc2ccc(C(C)=O)cc2)[nH]c1=O | i | i | i | i | 28 | i | i | i | i | i | i
Cc1ccc2nc(SCC(=O)N3CCCCC3)nc(=O)n2c1 | i | i | i | i | 0 | i | i | i | i | i | i
COc1ccc(OCC(=O)Nc2c(C)ccc3nsnc23)cc1 | i | i | i | i | -6 | i | i | i | i | i | i
COCCNC(=O)C1CC(c2ccccc2C(F)(F)F)=NO1 (configuration not stated) | i | i | i | i | -6 | i | i | i | i | i | i
COc1ccccc1CNc1nc(=S)[nH]c2cc(OC)c(OC)cc12 | i | i | i | i | -3 | i | i | i | i | i | i
O=C(OC(C(=O)NC1CCCCC1)c1ccccc1F)c1ccco1 (configuration not stated) | i | i | i | i | 6 | i | i | i | i | i | i
CCC(=O)NC(c1ccccc1)c1c(O)ccc2ccccc12 (configuration not stated) | i | i | i | i | 1 | i | i | i | i | i | i
Cc1oc2cc([N+](=O)[O-])c(O)c([N+](=O)[O-])c2c1C(=O)c1ccc(Cl)cc1 | i | i | i | i | 23 | i | i | i | i | i | 25*
C/C=C/c1ccccc1OCc1ccc(C(=O)O)o1 | i | i | i | i | 0 | i | i | i | i | i | i
O=C(O)c1cc(S(=O)(=O)Nc2ccccc2Cc2ccccc2)ccc1Cl | i | i | i | i | 13 | i | i | i | i | i | i

Remaining list, next part
SMILES | MrgX1 PAM | TRPC4 PAM | TRPC6 activator | TMEM16A act | SKKanGAS inh | TRPC6 inhibitor | TRPC4 act | TRPC4 inh | MrgX1 agonist | MrgX1 antagonist | ANO1 block
COc1cccc(NC(=S)N(Cc2ccccn2)Cc2ccccc2Cl)c1 | i | i | i | i | 6 | i | i | i | i | i | i
CCCc1ccc2oc(C(=O)N3CCCC3)c(C)c2c1 | i | i | i | i | 1 | i | i | i | i | i | i
CC1=NNC(=O)C1C(c1ccccc1)C(C#N)C#N (configuration not stated) | i | i | i | i | 4 | i | i | i | i | i | i
CN1CCN(c2ncnc3c2cnn3-c2ccc(Cl)cc2)CC1 | i | i | i | i | 1 | i | i | i | i | i | i
CCn1c(CC(=O)Nc2ccccc2)n[nH]c1=S | i | i | i | i | 3 | i | i | i | i | i | i
Cc1ccc2[nH]c(=O)c(-c3nc4c(C)cccn4c3NCc3ccco3)cc2c1 | i | i | i | i | -2 | i | i | i | i | i | i
COc1ccc2c(c1)c1c3n2CCN(C)C3=NCC1 | i | i | i | i | -3 | -13* | i | i | i | i | i
CC(C)(C)c1ccc(OCCC(=O)Nc2cccc(S(=O)(=O)N3CCOCC3)c2)cc1 | i | i | i | i | -7 | i | i | i | i | i | i
CS(=O)(=O)Nc1nc2ccccc2[nH]1 | i | i | i | i | 3 | i | i | i | i | i | i
